# KDM5B inh = Primary screen for KDM5B Histone Demethylases FDH-coupled qHTS; hit rate 2.6% among 220,000; Potency, µM (doses to about 57.7 µM), for inactives: at the top dose activity change, negative = inhibition, usual class: inhibitors; KDM5B demethylase, FDH-coupled NADH fluorescence (FDH is formaldehyde dehydrogenase); AID 1347165, 2019; active = well fitted inhibition curve with a large enough effect; inconclusive = small, poorly fitted or top-dose-only effect; inactive = no such curve, though single readings can be large or run the other way; also: 0% is about no effect; nearly all actives have a fitted effect of over 70% in size
# Target sequence (Q9UGL1 whole entry, looked up): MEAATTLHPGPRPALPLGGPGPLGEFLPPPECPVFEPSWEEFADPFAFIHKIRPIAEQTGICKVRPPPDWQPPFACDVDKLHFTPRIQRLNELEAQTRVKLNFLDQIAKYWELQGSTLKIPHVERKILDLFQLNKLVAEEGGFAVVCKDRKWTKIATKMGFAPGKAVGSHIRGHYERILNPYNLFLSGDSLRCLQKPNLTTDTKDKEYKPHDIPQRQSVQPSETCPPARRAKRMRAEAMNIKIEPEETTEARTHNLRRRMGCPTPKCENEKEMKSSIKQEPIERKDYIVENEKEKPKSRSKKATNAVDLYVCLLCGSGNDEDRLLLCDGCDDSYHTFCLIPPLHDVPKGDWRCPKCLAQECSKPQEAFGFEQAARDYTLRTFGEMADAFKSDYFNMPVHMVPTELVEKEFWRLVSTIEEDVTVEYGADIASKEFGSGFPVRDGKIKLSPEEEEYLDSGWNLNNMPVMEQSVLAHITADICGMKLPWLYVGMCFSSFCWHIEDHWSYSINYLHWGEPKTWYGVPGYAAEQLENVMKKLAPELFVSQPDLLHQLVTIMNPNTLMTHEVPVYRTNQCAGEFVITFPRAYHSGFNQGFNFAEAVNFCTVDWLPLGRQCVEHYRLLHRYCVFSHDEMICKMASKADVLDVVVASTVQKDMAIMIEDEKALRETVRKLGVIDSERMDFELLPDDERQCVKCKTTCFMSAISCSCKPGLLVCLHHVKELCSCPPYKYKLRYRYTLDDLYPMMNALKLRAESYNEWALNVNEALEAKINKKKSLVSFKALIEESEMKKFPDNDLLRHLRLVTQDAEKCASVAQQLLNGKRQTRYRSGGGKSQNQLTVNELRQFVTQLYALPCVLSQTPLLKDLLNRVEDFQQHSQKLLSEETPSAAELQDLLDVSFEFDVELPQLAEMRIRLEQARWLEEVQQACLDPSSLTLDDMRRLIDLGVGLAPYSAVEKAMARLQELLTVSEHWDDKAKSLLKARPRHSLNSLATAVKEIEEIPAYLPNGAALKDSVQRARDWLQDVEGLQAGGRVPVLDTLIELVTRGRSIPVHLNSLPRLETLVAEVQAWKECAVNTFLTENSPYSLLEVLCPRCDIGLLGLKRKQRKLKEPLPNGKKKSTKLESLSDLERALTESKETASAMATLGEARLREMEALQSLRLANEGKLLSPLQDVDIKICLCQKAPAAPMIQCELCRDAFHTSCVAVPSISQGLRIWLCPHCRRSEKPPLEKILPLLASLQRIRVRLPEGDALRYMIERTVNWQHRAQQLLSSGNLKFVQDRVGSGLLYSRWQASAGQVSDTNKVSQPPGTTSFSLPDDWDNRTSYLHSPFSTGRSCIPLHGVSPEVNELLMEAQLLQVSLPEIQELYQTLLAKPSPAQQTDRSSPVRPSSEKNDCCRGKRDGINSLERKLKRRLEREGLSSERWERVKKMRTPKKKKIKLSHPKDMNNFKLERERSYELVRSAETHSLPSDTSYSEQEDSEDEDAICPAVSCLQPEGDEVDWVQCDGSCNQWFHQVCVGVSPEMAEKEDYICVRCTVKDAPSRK
#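 Here, H3K4me3 peptide (12.5 µM in substrate mix) is demethylated by KDM5BΔAP, 200 nM final, after 10 min compound exposure. Formaldehyde product is coupled through FDH (0.25 U/mL in mix) to NADH fluorescence; 30-min ΔRFU feeds dose-response curves.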
# Numbers without * were called inactive; ? = inconclusive; [ ] = remark or other dose. Potency is read from the fitted curve at half-maximal effect.
SMILES,KDM5B inh
COc1ccc(CCNC(=O)CCn2c(=O)c3ccccc3n(CC(=O)Nc3ccc(C)cc3C)c2=O)cc1OC,-35.6%
CCc1ccc2c(c1)NC(c1ccc(C)o1)=NC(c1ccc(F)cc1)=N2,-18.0%
O=C(C1CCc2nnc(-c3cccc(C(F)(F)F)c3)n21)N1CCOCC1 (centres undefined),-0.4%[115 µM]
Cc1cccc(N2CCN(C(=O)c3cccn4c(=O)c5cc(Cl)ccc5nc34)CC2C)c1 (centres undefined),?
C=C(C)CN1C(=O)C2(OCCO2)c2cc(Br)ccc21,18.2%
COc1cc(C=Nc2ccc(C)c(I)c2)ccc1OC(C)=O,11.2%
CCOC(=O)c1c(S(=O)(=O)N2CCCC(C(=O)N3CCN(c4cc(C)ccc4C)CC3)C2)c(C)n(C)c1C (centres undefined),-4.1%
Cc1nc2ccc(Cl)cc2cc1C(=O)OCC(=O)NCC1CCCO1 (centres undefined),-11.5%
Cc1cc(C)nc(CNC(=O)c2ccc3nc(-c4ccc(F)cc4)cn3c2)n1,28.2µM*
Cc1cccc(OCC(=O)NC2CCN(C(=O)c3cc4c(=O)[nH]c(C)cn4n3)CC2)c1,-21.7%
O=S(=O)(NCCCn1ccc2ccccc21)c1ccc(F)c(F)c1,-3.0%
O=C(NC[C@H]1COCc2nc3cc(C(F)(F)F)ccc3n21)c1cnccn1,11.1%[86.2 µM]
OC[C@@H]1CN(Cc2ccccn2)C[C@H]1c1nc(-c2cccnc2)no1,-6.4%
CN(CCOc1ccc(F)cc1)Cc1nc(N)nc(N(C)C)n1,20.4%
CN(C)C(=O)[C@@H]1CN(Cc2ccc(F)cc2F)C[C@H]1CO,12.3%
O=C(NC1CCCCC1)c1cccc(OCc2ccccc2)c1,16.2%
CCOC(=O)c1ccc(NC(=O)c2ccc(CN3C(=O)CCn4nc(C)cc43)cc2)cc1,?
COCCNc1oc(COc2ccccc2F)nc1C#N,-2.4%
O=C1CC(c2cc3c(cc2Br)OCO3)c2cc3c(cc2N1)OCCO3 (centres undefined),24.0%
COc1ccc(S(=O)(=O)NCC(c2ccco2)N2CCOCC2)cc1OC (centres undefined),-15.7%
CCCNC(=O)N1CCCC2(CCC(=O)N(Cc3cnc(C)cn3)C2)C1 (centres undefined),-12.7%
Cc1ccc(S(=O)(=O)N(CCc2ccccc2)CC(=O)Nc2cc(C)ccc2C)cc1,-16.8%
COc1ccc(Nc2nc3cc(Cl)c(Cl)cc3n3cnnc23)cc1Cl,-13.1%
O=C(CC1=C2CCCCC2N(Cc2ccc(F)cc2)C1=O)NC1CCS(=O)(=O)C1 (centres undefined),16.3%
CN1C/C(=C/c2ccccc2)N2C(=O)C[C@@H](c3ccccc3)N=C12,8.0%

# Ordered by length of the SMILES (highest first): 3 of the compounds above.
SMILES,KDM5B inh
COc1ccc(CCNC(=O)CCn2c(=O)c3ccccc3n(CC(=O)Nc3ccc(C)cc3C)c2=O)cc1OC,-35.6%
O=C1CC(c2cc3c(cc2Br)OCO3)c2cc3c(cc2N1)OCCO3 (centres undefined),24.0%
CN(CCOc1ccc(F)cc1)Cc1nc(N)nc(N(C)C)n1,20.4%

# Continued:
SMILES,KDM5B inh
COc1ccc(/C=C/c2nc(C#N)c(NCCc3ccc(OC)c(OC)c3)o2)cc1OC,?
CSc1cccc(NC(=O)/C=C/c2ccc(F)cc2)c1,4.6%
COCCC(=O)N1Cc2ccccc2OC2(CCN(C(C)C)CC2)C1,24.3%
Cc1nc(C23CC4CC(CC(C4)C2)C3)c(C)s1,17.5%
Cc1nc(-c2ccc(C)c(S(=O)(=O)N3CCCCC3)c2)cs1,7.8%
Cc1ccc(OCC(=O)NCc2ccc(Cn3cccn3)cc2)c(C)c1,6.7%
COc1ccc(N(C(=O)CNC(=O)c2ccco2)C(C(=O)NC2CCCCC2)c2cccnc2)cc1 (centres undefined),-16.0%
O=C1NC(C(=O)NCc2ccc(OC(F)(F)F)cc2)Cn2cccc21 (centres undefined),-19.6%
O=S(=O)(NCc1ccc(N2CCCC2)nc1)c1ccccc1,?
COCCn1c(C)cc(O)c(C(c2ccccc2)N2CCC(C)CC2)c1=O (centres undefined),?
Cc1ccc(CNC(=O)CN2C(=O)CC(c3ccc(C)c(C)c3)=Nc3ccccc32)cc1,0.6%
O=C(C1CCCC1)N1CC2(CCN(C3CCCCC3)C2)Cc2ccccc21 (centres undefined),-23.6%[115 µM]
O=C(CC1CCCC1)N(Cc1ccco1)C1CC1,14.7%
O=[N+]([O-])C(Cl)C(=Nc1ccc(Br)cc1)n1nnc2ccccc21 (centres undefined),-10.9%
O=C(O)c1cc(Cl)cc(Cl)c1,17.0%
Cn1c(SCc2ccc(F)cc2)nc(=O)c2c1NC(=O)CC2c1ccc(F)c(Br)c1 (centres undefined),-6.1%
Cn1cc(Br)c(NC(=O)/C=C/C(=O)O)n1,9.3%
O=C(Cn1ccn(-c2ccc(F)c(F)c2)c(=O)c1=O)c1ccc(F)cc1,?
COc1ccc(C/C(C#N)=C\Nc2cccc(C(F)(F)F)c2)cc1,10.2%
Cc1cccc(S(=O)(=O)Nc2nc3ccccc3nc2Nc2ccc(C)c(F)c2)c1,21.7%
Cc1cc(=O)[nH]c(N/N=C/c2c(C)oc3ccccc23)n1,-20.8%
COc1cccc(N2CCN(C(=O)c3cnn(-c4cccc(F)c4)c3-n3cccc3)CC2)c1,-0.2%
CCc1ccc(-n2nc(C)c3c(C)cc(=O)n(CC(=O)Nc4cc(Cl)ccc4OC)c32)cc1,-28.0%
CCOc1ccccc1NC(=O)N1CCC2(CC1)c1cccn1-c1ccc(C)cc1N2CC,-22.7%
O=C(CCN1CCCCO1)NC1CCCc2nc(-c3ccccc3)ncc21 (centres undefined),13.2%

# Retrieved by structure from above, seven records:
SMILES,KDM5B inh
O=[N+]([O-])C(Cl)C(=Nc1ccc(Br)cc1)n1nnc2ccccc21 (centres undefined),-10.9%
Cc1cccc(S(=O)(=O)Nc2nc3ccccc3nc2Nc2ccc(C)c(F)c2)c1,21.7%
O=C(Cn1ccn(-c2ccc(F)c(F)c2)c(=O)c1=O)c1ccc(F)cc1,?
O=C(C1CCCC1)N1CC2(CCN(C3CCCCC3)C2)Cc2ccccc21 (centres undefined),-23.6%[115 µM]
COc1cccc(N2CCN(C(=O)c3cnn(-c4cccc(F)c4)c3-n3cccc3)CC2)c1,-0.2%
COc1ccc(C/C(C#N)=C\Nc2cccc(C(F)(F)F)c2)cc1,10.2%
COc1ccc(/C=C/c2nc(C#N)c(NCCc3ccc(OC)c(OC)c3)o2)cc1OC,?

# The listing continues.
SMILES,KDM5B inh
COC(=O)c1c(NC(C)=O)c2cc(NC3CCCCCC3)cnc2n1CC1CCCO1 (centres undefined),?
Cc1cccc(OCc2nc(C#N)c(NCc3ccccc3Cl)o2)c1,?
COCc1nnc(NS(=O)(=O)c2ccc(Br)cc2)s1,9.6%
CNc1oc(-c2ccc(COc3ccc(C)cc3)o2)nc1C#N,?
CC(C)CCn1c(=O)c2cccnc2n(CC(=O)Nc2ccccc2)c1=O,?
CC1(CCCCc2ccccc2)COc2ccc(C(=O)N3CC(O)C3)cc2N1 (centres undefined),?
COc1cccc(NC(=O)N[C@H]2CCN(C(=O)c3cccn3C)[C@@H]2C(=O)N[C@@H](Cc2cccs2)C(N)=O)c1,12.6%
CC1COc2ccccc2N1S(=O)(=O)c1cc(Cl)ccc1Cl (centres undefined),1.8%
COc1ccc(CNC(=O)c2cc(-c3ccc(F)cc3)cc3ncn(C)c23)cc1OC,30.3%[activator][86.2 µM]
CCC(CO)Nc1ccc(-c2n[nH]c(=O)c3ccccc23)cc1[N+](=O)[O-] (centres undefined),9.5%
COc1ccc(Nc2c(-c3ccccn3)nc3ccc(Cl)cn23)cc1,18.1%
CC(=O)Nc1ccc(C(=O)N2C3CCC2CN(C(C)C)C3)cc1,24.1%[149 µM]
O=C(O)Cn1ncc(=O)c2ccccc21,-29.4%
N#Cc1cccnc1Oc1ccc(C(N)=O)cc1,20.0%
CN(Cc1ccc(-c2ccccc2)cc1)C(=O)Cc1cccc(Cl)c1,-14.6%[86.2 µM]
COc1ccc(-n2c(SCC(=O)Nc3ccc(NC(C)=O)cc3)nc3c([nH]c4ccccc43)c2=O)cc1OC,?
O=C(COc1ccc2c(c1)CCC2)OCC(=O)c1ccc2c(c1)OCCO2,2.8%
CC(=O)Nc1ccc(CN2CCCC(N3CCN(c4ccccc4)CC3)C2)cc1 (centres undefined),-3.7%
Cn1ccnc1CN1CCOC[C@H](Oc2ccc(C(F)(F)F)cc2)C1,-21.9%[86.2 µM]
CC(=O)c1ccc(N=Nc2c(C)[nH][nH]c2=O)cc1,-2.5%
Cc1[nH]c2ccccc2c1CCN(Cc1ccncc1)C(=S)NC(C)(C)C,9.1%
CCc1ccccc1NC(=O)c1ncoc1-c1ccco1,?
Cc1nccn1CCCC(=O)NC1CC(c2nnc(CO)n2C2CC2)C1 (centres undefined),-18.4%
C#CCNC(=O)C[C@@H]1c2nc(NC(=O)N3CCOCC3)sc2C[C@@H]2[C@](C)(CO)[C@H](O)CC[C@]21C,-18.2%
Cc1ccccc1Nc1c(-c2ccc(Cl)cc2)nc2c(C)cccn12,?
# Further results.
SMILES,KDM5B inh
COc1cccc(CNC(=O)c2cccc(OC)c2)c1,24.5%
CCCCOCCCNC(=O)c1cc(=O)c2ccccc2o1,5.8%
O=C(NCc1cccc2ccccc12)C(=O)c1c[nH]c2ccccc12,-15.2%
O=C1CCC2(CCN(C(=O)C3CCc4ccccc43)CC2)CN1CCO (centres undefined),19.1%
CSc1ccc(CCNC(=O)C2CCCN(S(=O)(=O)N(C)c3ccc(F)cc3)C2)cc1 (centres undefined),5.3%
CCc1ccc(C(=O)c2cn(CC(=O)Nc3ccc(OC)c(Cl)c3)c3nc(C)ccc3c2=O)cc1,-2.6%
Cc1ccccc1OCC(=O)N(Cc1ccc(N(C)C)cc1)CC1CCCO1 (centres undefined),-23.2%
Cc1ccc(-c2nc(CSc3nnc(NC(C)(C)C)s3)co2)cc1,14.3%
CCc1nncn1C1CCN(C(=O)Nc2ccc(Cl)cc2F)C1 (centres undefined),-9.3%
CC(=O)c1ccc(NC(=O)c2c3c(nc4ccccc24)C(=O)N(C2CCCCC2)C3)cc1,-22.6%
COc1ccc(C(C(=O)NCC2CCCO2)N(C(=O)Cn2nnc3ccccc32)c2ccc(NC(C)=O)cc2)cc1 (centres undefined),20.8%
O=C(NCc1ccc(NC(=O)C2CC2)cc1)c1ccccc1CCc1ccccc1,-28.9%
CCC1CCCCN1S(=O)(=O)c1ccc(C(=O)Nc2nc(-c3ccncc3)cs2)cc1 (centres undefined),-18.3%
CCOc1ccccc1NS(=O)(=O)c1ccc(N2CCCCS2(=O)=O)cc1,-19.4%
Cc1cccc(-n2ccnc2SCC(=O)Nc2nc3ccccc3s2)c1,-8.9%
CCOC(=O)c1cc(S(=O)(=O)N(C)CC(=O)N2CCN(c3ccccc3F)CC2)cn1C,4.5%
COc1ccccc1-c1cc(C(=O)N(C)C)nc2c1cnn2C,89.1µM*
COC(=O)C1C(=O)CC(C)(O)C(C(=O)OC)C1c1ccc(Cl)cc1 (centres undefined),13.3%
CCn1cc(S(=O)(=O)N2C[C@@H](Oc3ccccc3)C[C@@H]2C(=O)N2CCOCC2)cn1,-12.2%
CCCNc1c(NC(=O)Nc2ccc(C)c(Cl)c2)c(=O)oc2ccccc12,-5.2%
CCCCCC(C)NC(=O)CSc1nc2cc(S(=O)(=O)N(C)C)ccc2o1 (centres undefined),15.2%
CN1C(=O)C(CC(=O)NCCc2c[nH]c3ccccc23)=C2CCCCC21 (centres undefined),-12.0%
CCC1c2ccsc2CCN1C(=O)CNC(=O)c1ccc(Cl)cc1Cl (centres undefined),1.6%
Cn1c(CO[C@H]2CN(Cc3cnc4ccccc4c3)C[C@H]2F)nc2ccccc21,-30.4%[86.2 µM]
Cc1ccc(-c2[nH]ncc2CN2CC[C@@](C)(O)[C@H](N3CCCC3)C2)cc1,-22.3%
# Later entries
SMILES,KDM5B inh
COc1cccc(/C=C2\SC(=S)N(NS(=O)(=O)c3ccc(C)cc3)C2=O)c1OC,-4.8%
Cc1ccc2c(c1)C(c1ccc(F)cc1)N(C(=O)COc1ccc(Cl)cc1Cl)CC(=O)N2 (centres undefined),-8.0%
CN1CCCCCCN(C(=O)CCC2CCCC2)[C@H]2CCC[C@H]2C1=O,30.8%
CCc1nnc(NC(=O)c2cc(-c3ccncc3)nc3ccccc23)s1,18.8%
Cc1noc([C@@H]2CN(Cc3ccoc3)C[C@H]2CO)n1,5.7%
CCc1ccc(S(=O)(=O)c2nnn3c2nc(N2CCC(C(N)=O)CC2)c2cc(Cl)ccc23)cc1,?
O=C(NCCc1ccccc1)N(C1CCOCC1)C1CCN(Cc2ccccc2)CC1,8.7%
CC(C)(C)c1cc2cc(C#N)ccc2[nH]1,-8.8%
CC(C)NC(=O)N1CCNC[C@@H]1C(=O)N[C@@H](CC1CCCCC1)C(N)=O,56.1%[activator][86.2 µM]
COc1ccc(Nc2ccc3c(n2)CN(Cc2nc4ccccc4s2)C(=O)CO3)cn1,-12.3%[86.2 µM]
O=C(C1CCC(O)CC1)N1CCCC(CCc2ccccc2C(F)(F)F)C1 (centres undefined),21.5%
NC(=O)c1ccccc1NC(=O)C1(c2ccccc2)CCCC1,-30.3%
C=CCOc1ccc(C(c2c(O)nc(SC)[nH]c2=O)c2c(O)nc(SC)[nH]c2=O)cc1,?
N#Cc1ccc(/C=N/NC(=S)NCc2ccccc2)cc1,20.4%
Cc1ncc(-c2ccc(S(=O)(=O)N3CCN(c4cc(Cl)ccc4C)CC3)cc2)o1,-2.4%
COCCn1ccnc1C1CCN(C(=O)c2cccc(-n3cccn3)c2)CC1,-15.3%
Cc1ccc(S(=O)(=O)N(CC(=O)NCc2ccncc2)c2ccccc2Cl)cc1,3.0%
CC(C)(C)CC(=O)NCCc1noc(-c2ccccc2)n1,15.6%
CCN1C(=O)N(Cc2cccc(OC)c2)C(=O)C12CCN(Cc1nc3ccccc3n1C)CC2,?
COCCCNC(=O)Nc1cc(C(=O)NCc2ccc(OC)cc2)ccc1N1CCCC1,?

# An excerpt; rates above refer to the full screens.
